Screening results as filed in PubChem.
mHTT-CaM PPI inh: inhibitors of human mutant huntingtin-calmodulin interaction | P42858 | AlphaScreen His-mHTT/GST-CaM binding, luminescence | inhibition, % at 15 µM | hit rate 3.6% among 190,000 | AID 1671202;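 also: 0% = both proteins with DMSO and 100% = one protein alone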
Pf apPOL inh: Pf-apPOL DNA polymerase inhibition; Recombinant Pf-apPOL, molecular beacon fluorescence, 1.5 h; inhibition, % at 10 µM; hit rate 0.25% among 210,000
The depositor's hits bear a star; i = inactive; · = not tested or not shown; & = joins results of further samples. Rule as the data show it: active = inhibition above about 50%; inactive = the rest. Hits appear at their usual frequency; overall some 3.7% were active at least once.

compound | mHTT-CaM PPI inh | Pf apPOL inh
Cc1nc(CCNC(=O)C2CCCN2S(=O)(=O)c2cccc(Cl)c2)cs1 (configuration not stated) | -2.1 | -3.3
CSc1ncccc1C(=O)N1CCC(c2nc(C(=O)N3CCCC3)c(C)o2)CC1 | 1.6 | 2.9
Cc1cccc2nnc(N3CCC(C(=O)N4CCC(C)CC4)CC3)n12 | 0.6 | -0.6
O=C(CSc1cn(CCNC(=O)c2ccccc2)c2ccccc12)Nc1nccs1 | -4.7 | -4.3
C=CCNc1nc(-c2ccc(OC)c(OC)c2)cs1 | 18.7 | -1.2
COc1ccc(/C=C2/C(=N)N3N=C(Cc4ccccc4)SC3=NC2=O)cc1OC | 7.0 | -1.9
CCN(CC)C(=O)C1CC(c2ccccc2F)=NO1 (configuration not stated) | 1.5 | -7.7
Cc1nc2ccc(NC(=O)NCc3ccc4c(c3)OCO4)cc2nc1C | 2.8 | -11.4
Cc1nn(CCCC(=O)Nc2cccc(Cl)c2Cl)c(C)c1[N+](=O)[O-] | -5.0 | -12.1
CC(C)CN1CCN(C(=O)c2cc3cn(C4CC4)cc3s2)CC1 | 43.7 | -6.1

Overlap with the part before: 2 compounds, followed by the next part.
compound | mHTT-CaM PPI inh | Pf apPOL inh
Cc1nn(CCCC(=O)Nc2cccc(Cl)c2Cl)c(C)c1[N+](=O)[O-] | -5.0 | -12.1
CC(C)CN1CCN(C(=O)c2cc3cn(C4CC4)cc3s2)CC1 | 43.7 | -6.1
CCCn1c(C2CCN(C(=O)Nc3ccc(C)c(F)c3)C2)nc2cccnc21 (configuration not stated) | 1.8 | -7.8
Clc1ncnc2sc3c(c12)CCCC3 | -9.3 | ·
CCCCOc1ccc(CN2CCN(c3ccc([N+](=O)[O-])cc3)CC2)cc1 | 19.7 | -0.9
COc1cc(-c2cc(C(=O)N3CCCCC3)c3ccccc3n2)cc(OC)c1OC | -1.5 | -7.0
Cc1nc(-c2ccc(F)cc2)sc1C(=O)N1CCC(CC(=O)N2CCCCCC2)CC1 | 13.4 | -2.9
COc1ccc(CCNC(=O)CCCn2nc(C)c([N+](=O)[O-])c2C)cc1OC | -5.0 | -5.8
O=C(CN1CCN(C(=O)c2ccco2)CC1)Nc1c2c(nc3c1CCC3)CCCC2 | 2.0 | -2.8
CC(=O)c1ccc(NC(=O)CN(c2cccc([N+](=O)[O-])c2)S(=O)(=O)c2ccccc2)cc1 | 20.7 | 7.2
Cc1cc(C)c(NC(=O)C(=O)NCCN2CCN(c3ccccc3F)CC2)c(C)c1 | -14.7 | -3.2
O=C1CCC(=O)N1c1ccc(S(=O)(=O)Nc2ccccc2F)cc1 | -6.4 | 3.5
Cc1ccc(NC(=O)c2ccc(-c3cncnc3)nc2)cc1Cl | 17.7 | 2.2
CNC(=O)C1CN(C(=O)c2ccc(C(F)(F)F)cc2)CC12CCCC2 (configuration not stated) | -2.0 | 1.1
CC(=O)Nc1cccc2c(C(=O)N3CCN(c4cccc(C)c4)CC3)ccnc12 | 39.3 | 8.0
CCCCN1C(=O)C(C)(C(=O)NC2CCN(Cc3ccccc3)CC2)Oc2cccnc21 (configuration not stated) | 11.6 | -5.6
O=C(NCCc1csc(C2CCN(C(=O)Nc3ccccc3F)CC2)n1)C1CC1 | 6.1 | -1.2
O=C(c1ccc(F)c(F)c1)N1CCC2(C1)C(=O)Nc1ccccc12 (configuration not stated) | -3.2 | -4.4
Cc1ccc(-n2c(=O)n(CC(=O)NC3CCCC3)c3cccnc32)cc1 | 2.7 | 1.7
Cc1ccc(C)c(CNC(=O)C2CC(=O)N(c3ccc4oc(C)nc4c3)C2)c1 (configuration not stated) | -3.6 | -1.7
COc1ccc(C(=O)Nc2ccc(NC(=O)c3cccc(Cl)c3)cc2)cc1[N+](=O)[O-] | -6.7 | -3.4
COc1cccc(-c2nc(C3CCN(C(=O)c4ccc(Cl)cc4)CC3)no2)c1 | 62.5* | 0.9
CCOc1ccc(C2C(C(=O)Nc3ccccc3)=C(C)N=C3SCC(=O)N32)cc1 (configuration not stated) | 38.0 | -1.2
O=C(C1CC1)N1CCc2cc(Br)cc(S(=O)(=O)NC3CCCCC3)c21 | 12.0 | -2.1
Cc1ccccc1NC(=O)CSc1ccc(Cl)cc1Cl | -2.3 | -19.1
Cn1c(SCCOc2ccc(Cl)cc2)nc2ccccc21 | -34.0 | 1.6
CN(C)CCN1CCNCC1 | -7.0 | ·
Cc1ccccc1Cc1c(C)nc2c(C(=O)NCc3ccccc3)cnn2c1C | 12.0 | -5.5
Cc1cc(C)c(NC(=O)CN(C)S(=O)(=O)c2ccc3[nH]c4c(c3c2)CCCC4)c(C)c1 | 37.5 | -3.8
O=S1(=O)CC(N2CC=CC2)CN1CCc1ccccc1 (configuration not stated) | 16.5 | 0.3
COc1ccccc1CNC(=O)c1cccc(C2CCCN(C(=O)NC(C)C)C2)c1 (configuration not stated) | 16.4 | -2.6
CC(=O)Nc1ccc(NC(=O)c2cc(Cl)ccc2Cl)cc1 | 1.1 | -1.5
CC(Cc1ccco1)NC(=O)COc1cccc2c1OC(C)(C)C2 (configuration not stated) | -0.7 | -7.9
CC[C@H](C)[C@@H](C(=O)OC)N(CCc1cn(Cc2ccccc2)nn1)S(=O)(=O)c1ccccc1Br | -18.7 | -5.3
C=CCc1ccccc1OCC(=O)NN | -12.5 | -1.5
CCN(CC)c1ccc(N=Nc2ccc3c(c2)OCCO3)cc1 | · | 0.9
NC(N)=NS(=O)(=O)c1ccc(N=Cc2cc(Br)cc([N+](=O)[O-])c2O)cc1 | 8.0 | 1.7
OC(CN1CCN(C(c2ccccc2)c2ccccc2)CC1)C(F)(F)F (configuration not stated) | · | 1.7
COC(=O)Nc1cc(C)nc2ccccc12 | -2.3 | 0.7
CN(CC#CCC(O)(c1ccccc1)c1ccccc1)Cc1ccccc1 | 87.0* | -4.5
Cn1c(=O)c(-c2ccc(C(=O)Nc3ccc(F)cc3)cc2)nc2cccnc21 | 0.7 | -2.2
O=C(C1CCCCC1)N1CCCN(C2CCN(Cc3ccccc3)C2=O)CC1 (configuration not stated) | 12.5 | 2.3

No new results follow: an excerpt of the list.
compound | mHTT-CaM PPI inh | Pf apPOL inh
CN(CC#CCC(O)(c1ccccc1)c1ccccc1)Cc1ccccc1 | 87.0* | -4.5
Cn1c(=O)c(-c2ccc(C(=O)Nc3ccc(F)cc3)cc2)nc2cccnc21 | 0.7 | -2.2
O=C(C1CCCCC1)N1CCCN(C2CCN(Cc3ccccc3)C2=O)CC1 (configuration not stated) | 12.5 | 2.3

Remaining list, next part
compound | mHTT-CaM PPI inh | Pf apPOL inh
COc1ccc2c(c1)c(=O)oc1c(C)c3occ(C)c3cc12 | 3.0 | 13.5
O=C1C(c2ccncc2)N(Cc2ccccc2)C(=O)CN1c1ccccc1 (configuration not stated) | -4.3 | -0.6
CCn1ccc(C(=O)N2CCCC2c2nc(-c3ccc(C)cc3)no2)n1 (configuration not stated) | 2.3 | -3.9
Cc1ccc(C)c(N2CCN(C(=O)c3c(C)sc4ccn(C)c(=O)c34)CC2)c1 | 91.5* | 0.3
CCOc1ccc(-n2c(SCC(=O)Nc3ccccc3F)nc3c(c2=O)SCC3)cc1 | 1.0 | 2.5
COc1cc2ncnc(NNC(=O)c3ccco3)c2cc1OC | · | 8.7
CCC(=O)NCCc1csc(C2CCCN(C(=O)c3ccc4ccccc4n3)C2)n1 (configuration not stated) | -14.4 | -7.3
O=C(NCc1cccnc1)NC1(c2ccccc2)CC1 | -6.0 | 2.6
COc1cc(OC)cc(C(=O)Nc2c3c(nn2-c2ccccc2C)CSC3)c1 | 37.0 | -7.7
CCn1nc(C)c(Br)c1-c1nc(-c2cccc(C)c2)no1 | · | -7.3
CC(=O)c1cc(F)c(N2CCN(C(=O)c3c(F)c(F)cc(C)c3Cl)CC2)cc1C | -1.0&1.0 | 3.9&-17.5
COc1cc(/C=C2/C(=O)N(c3ccc(Br)cc3)N=C2C)cc(OC)c1OC | 19.0 | -2.8
CC(C)c1ccc(OCC(=O)NC2CCCC2)cc1 | -13.4 | -6.1
CCOc1ccccc1C(=O)N1CCC(c2cnn(-c3ccc(C)cc3)c2)CC1 | 18.5 | -13.2
CCCc1nc2cccnc2n1C1CCN(S(=O)(=O)CCC)C1 (configuration not stated) | -8.1 | -6.3
O=C(Cc1csc(NC(=O)c2ccsc2)n1)Nc1nc2c(s1)CCCC2 | -0.4 | -7.3
CC1CCN(Cc2nc(-c3ccc(N4CCCCCC4)nc3)no2)CC1 | -1.3 | -1.9
CCCOc1ccc(C(=O)Nc2cccnc2)cc1 | -0.7 | -5.1
COc1cccc(-c2cc(C3CCN(C(=O)NCc4ccc(F)cc4)CC3)[nH]n2)c1 | 8.7 | -3.1
O=C(c1ccccc1Br)N1CCN=C1SCc1ccc([N+](=O)[O-])cc1 | 13.0 | -16.1
CC(=O)c1ccc(NC(=O)CSc2nnc(COc3ccccc3)n2-c2ccccc2)cc1 | -2.4 | -2.4
Cc1ccc(NC(=O)CCNS(=O)(=O)c2ccc(Br)s2)cc1 | -1.0 | -4.3
CCC1CCCCN1S(=O)(=O)c1ccc(F)c(C(=O)Nc2ccccc2Br)c1 (configuration not stated) | -34.0 | -4.4
CN1C(=O)/C(=N\OC(=O)c2cccc(F)c2)c2ccccc21 | i | -6.5
CC(C)C[C@H](C(=O)O)c1cc(-c2ccc(C(F)(F)F)cc2)cc(-c2ccc(C(F)(F)F)cc2)c1 | · | -9.0
COc1ccccc1NC(=O)C1=C(C)Nc2ncnn2C1c1cccc(Br)c1 (configuration not stated) | 3.0 | 2.9
Cc1noc(-c2ccc(NC(=O)c3cn(C)nn3)cc2)n1 | -15.1 | -3.7
Cc1nc(C)c(Cc2cccc(F)c2)c(N2CCN(C(=O)c3ccccc3)CC2)n1 | 7.0 | -2.0
O=C(CN1C(=O)c2ccccc2C1=O)NC1c2ccccc2-c2ccccc21 | 8.1 | -1.4
CCC(=O)N1CCc2cc(Br)cc(S(=O)(=O)N(C)C3CCCCC3)c21 | 1.0 | 0.4
N#CCNC(=O)c1ccccc1I | -7.1 | -5.9
O=C(CSc1nc2ccccc2[nH]1)Nc1nnc(-c2ccccc2)s1 | 15.9 | -14.3
O=C(NCCC(O)c1ccoc1)C1CC=CCC1 (configuration not stated) | -2.7 | -5.2
CSC1=C(C#N)C(c2ccccc2F)CC(=O)N1 (configuration not stated) | -1.0 | -11.3
Cc1ccc([N+](=O)[O-])c(C2=N/C(=C/c3ccc([N+](=O)[O-])cc3)C(=O)O2)c1 | 2.0 | 4.7
Cc1cc2c(=O)n(CC(=O)Nc3cccc(Cl)c3C)ccc2s1 | 4.7 | 2.0
O=C(Nc1ccc(Cl)c(Cl)c1)N(Cc1cccnc1)Cc1ccco1 | 42.0 | -13.3
Cc1ccc(NC(=O)C(=O)NCc2ccccn2)cc1C | -4.5 | -17.6
Cc1ccc(C(=O)Nc2cc(F)c3nc(N4CCOCC4)ccc3c2)cc1 | -3.7 | 0.6
Cn1cc(CC(=O)Nc2ccc(Cl)cn2)c2ccccc21 | 14.0 | 0.6

Arranged by number of heavy atoms (smallest number first): some entries from above.
compound | mHTT-CaM PPI inh | Pf apPOL inh
N#CCNC(=O)c1ccccc1I | -7.1 | -5.9
CSC1=C(C#N)C(c2ccccc2F)CC(=O)N1 (configuration not stated) | -1.0 | -11.3
Cn1cc(CC(=O)Nc2ccc(Cl)cn2)c2ccccc21 | 14.0 | 0.6
Cc1cc2c(=O)n(CC(=O)Nc3cccc(Cl)c3C)ccc2s1 | 4.7 | 2.0
O=C(Nc1ccc(Cl)c(Cl)c1)N(Cc1cccnc1)Cc1ccco1 | 42.0 | -13.3

The listing continues:
compound | mHTT-CaM PPI inh | Pf apPOL inh
CCCCC(=O)Nc1ccc(I)cc1C | -2.5 | -29.5
CCCNc1cc(N2CCC(CCC(=O)NC3CC3)CC2)ncn1 | -0.8 | 1.8
CC(C)N(C(=O)Cc1cccs1)C(C)C | -0.7 | -0.5
O=C(Nc1ccccc1Cl)c1cc(S(=O)(=O)N2CCC3(CC2)OCCO3)ccc1F | 8.0 | -20.9
CCCNCCC1=CCCCC1 | 1.5 | -5.9
Cc1ccc(C)c(CNC(=O)c2ccc(-c3cncnc3)nc2)c1 | -3.1 | 0.6
CC1(C)N=C(c2ccccc2)C(=O)N1CC(=O)Nc1cccc(F)c1 | -7.2 | -8.0
COc1ccc(N2C(=O)C3C(C2=O)N2CCCN2C3c2ccccc2)cc1 (configuration not stated) | 3.0 | -1.1
O=C(O)c1ccc(Cl)c(N2C(=O)C3C4c5ccccc5C(c5ccccc54)C3C2=O)c1 (configuration not stated) | -2.0 | 0.1
COc1ccc(CCNC(=O)c2cc(=O)n(Cc3ccc(Cl)cc3)c3ccccc23)cc1OC | 26.0 | -17.8
CCSC1=C(C#N)C(c2ccc(Cl)cc2Cl)CC(=O)N1 (configuration not stated) | -6.0 | -1.2
Cc1ccc(C(=O)NCCN2CCOCC2)c(Cl)c1 | 1.3 | -6.7
Cc1nc2c3ccccc3nc(SCc3ccc(F)cc3)n2n1 | 2.0 | -2.8
Cc1cccc(OCCCC(=O)Nc2nnc(C)s2)c1 | 1.9 | -1.4
Cc1ccc(C)c(NC(=O)N2CCc3c(c(COCc4ccccc4)nn3C)C2)c1 | 17.9 | 2.5
COc1cc2c(cc1OC)C1(CCCC1)CN=C2c1ccc([N+](=O)[O-])cc1 | 12.0 | -1.8
COc1c(C(=O)NC(C)(C)C)sc2ccc(F)cc12 | -14.6 | -5.4
CCNC(=O)N1CCCC(c2cccc(C(=O)NCc3ccc(F)c(Cl)c3)c2)C1 (configuration not stated) | -0.4 | -4.3
O=C(NCCCN1CCc2ccccc2C1)C1CCCN(c2ccncc2)C1 (configuration not stated) | 9.2 | -10.0
O=C(c1ccsc1)N1CCC(c2nc(-c3ccc(F)cc3)n[nH]2)CC1 | 20.7 | 10.8
CCOc1ccc(NC(=O)C(CCSC)N2C(=O)c3cc(Cl)c(Cl)cc3C2=O)cc1 (configuration not stated) | 3.0 | 4.4
COc1ccc2cc(C(=O)NC(C)=O)c(=Nc3cccc(C(F)(F)F)c3)oc2c1 | 4.0 | -2.7
